High-throughput results: PubChem BioAssay, several laboratories
TLR4-MyD88 BLA = inhibitors of TLR4-MyD88 association in cells, primary screen, cell-based, HeLa CL3-4, BLA complementation, FRET ratio | AID 861, 2007 | inhibition, % at 8.4 µM | 200,000 compounds, 0.18% hits | HeLa CL3-4 TLR4/MyD88 BLA complementation | Toll-like receptor 4 (Homo sapiens) + Myeloid differentiation primary response protein …; in the data active = inhibition above about 25%;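 also: 0% = vehicle and 100% = reference inhibitor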
Target sequence (O00206 whole entry, looked up): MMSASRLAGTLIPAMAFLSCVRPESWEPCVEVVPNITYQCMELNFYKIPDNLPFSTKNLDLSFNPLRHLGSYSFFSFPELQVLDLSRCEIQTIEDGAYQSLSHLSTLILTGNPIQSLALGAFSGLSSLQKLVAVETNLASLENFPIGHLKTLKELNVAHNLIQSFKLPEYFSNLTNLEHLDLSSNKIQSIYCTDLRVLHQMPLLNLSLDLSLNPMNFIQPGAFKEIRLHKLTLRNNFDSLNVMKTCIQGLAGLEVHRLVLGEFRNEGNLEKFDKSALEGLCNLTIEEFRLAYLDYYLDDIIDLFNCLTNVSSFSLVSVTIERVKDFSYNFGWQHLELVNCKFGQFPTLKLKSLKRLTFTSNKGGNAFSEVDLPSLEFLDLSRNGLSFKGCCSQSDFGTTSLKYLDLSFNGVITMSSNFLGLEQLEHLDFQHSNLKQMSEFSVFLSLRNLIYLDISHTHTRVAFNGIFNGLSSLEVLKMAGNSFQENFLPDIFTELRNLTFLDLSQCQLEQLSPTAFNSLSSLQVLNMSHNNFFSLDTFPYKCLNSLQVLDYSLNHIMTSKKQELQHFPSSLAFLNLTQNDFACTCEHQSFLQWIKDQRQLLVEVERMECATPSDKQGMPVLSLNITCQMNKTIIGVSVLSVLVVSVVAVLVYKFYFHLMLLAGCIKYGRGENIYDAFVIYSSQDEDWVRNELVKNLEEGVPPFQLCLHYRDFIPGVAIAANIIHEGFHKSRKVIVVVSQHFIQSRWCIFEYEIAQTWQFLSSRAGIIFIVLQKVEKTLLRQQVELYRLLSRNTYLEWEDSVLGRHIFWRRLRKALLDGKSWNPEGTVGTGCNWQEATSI
Target sequence (Q99836 whole entry, looked up): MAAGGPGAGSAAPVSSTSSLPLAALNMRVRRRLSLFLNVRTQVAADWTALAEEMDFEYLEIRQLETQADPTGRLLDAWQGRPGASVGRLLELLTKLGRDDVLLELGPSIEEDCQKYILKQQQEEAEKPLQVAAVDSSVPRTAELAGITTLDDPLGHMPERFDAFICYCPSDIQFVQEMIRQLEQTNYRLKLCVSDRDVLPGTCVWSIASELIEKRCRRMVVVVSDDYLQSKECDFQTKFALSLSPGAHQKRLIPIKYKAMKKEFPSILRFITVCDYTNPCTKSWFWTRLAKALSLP
APP 5'UTR act = activators of APP 5'UTR luciferase reporter, primary screen, SH-SY5Y cells | SH-SY5Y APP 5'UTR luciferase reporter, luminescence; zero percent = DMSO vehicle wells | activation, % at 2 µM | 190,000 compounds, 1% hits | AID 1276, 2008;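 active = activation above a set limit, based on mean plus 3 SD of controls, cut at about 140% in these data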; also: values of inactives mirror those of a sister screen read the other way
G6PDH CS = L. mesenteroides G6PDH inhibitors, counter-screen for G6PDH-coupled screening assays, biochemical, Leuconostoc mesenteroides enzyme; glucose-6-phosphate dehydrogenase [Leuconostoc mesenteroides]; Purified L. mesenteroides G6PDH, diaphorase/resazurin coupled fluorescence, 45 min; inhibition, % at 5 µM; 200,000 compounds, 0.12% hits; in the data active = inhibition above about 50%
NF-kB neuron act = activators of NF-kB expression in neurons, primary screen, cell-based, HTS | AID 1239, 2008 | human neuronal cells, NF-kB reporter expression; active compounds read high | 190,000 compounds, 1.6% hits | fold change at 12.5 µM; in the data active = fold change above about 3.3
Diaph act CS = compounds boosting diaphorase resazurin reduction – biochemical, uHTS, resorufin fluorescence, counter-screen for diaphorase-coupled primary assays, primary screen; 190,000 compounds, 0.005% hits; activation factor at 20 µM; Diaphorase/resazurin coupled assay, 16 min; active compounds read high; 1 = vehicle wells, 0 = NADH-free wells;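 active = diaphorase activity raised at least twofold by the compound at 20 µM; inactive = activation factor below 2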
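Test system: Clostridium kluyveri diaphorase, purified enzyme. Buffer or medium: 50 mM HEPES pH 7.4 buffer plus MgCl2 and Tween 20. Also added: 0.114 mM NADH and 0.1 mM resazurin, final amounts. Dosing: compound 20 µM once, DMSO 1%. Schedule: 16 min enzyme reaction, ambient temperature. Detection: fluorescence of resorufin, 544 nm excitation, 590 nm emission.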
Diaphorase inh = diaphorase inhibitors and chemical oxidizers, primary screen, counter-screen for diaphorase-coupled primary assays, biochemical, uHTS, resorufin fluorescence; diaphorase resazurin-to-resorufin fluorescence, NADH, 16 min; bacterial (C. kluyveri) enzyme, not human; inhibition, % at 20 µM; 190,000 compounds, 0.69% hits;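 active = primary screen inhibition at 20 µM above a set limit, cut at about 50% in these data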;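 also: plate controls were DMSO with full reaction for no effect and wells lacking NADH for full effect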
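Assay system – diaphorase enzyme from Clostridium kluyveri · Amount – diaphorase 0.14 U/mL (working solution) · Times – reaction incubation of 16 min at room temperature · Controls – No-NADH positive control and DMSO neutral control · Signal – resorufin fluorescence 544/590 nm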
FLuc inhib CS = firefly luciferase enzyme inhibitors, primary screen, artefact control for luciferase-based inhibitor screens, biochemical, luminescence, ATPLite | Luciferin 4-monooxygenase (Photinus pyralis), P08659 | 10 min | inhibition, % at 10 µM | 200,000 compounds, 1.5% hits | AID 1006, 2008;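 active = inhibition above about 50% when tested at 10 µM, limit read from the data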
APP transl inh = inhibitors of APP translation via 5'UTR reporter, primary screen, APP 5'UTR luciferase, SH-SY5Y cells | SH-SY5Y APP 5'UTR-luciferase reporter, luminescence | inhibition, % at 2 µM | 190,000 compounds, 0.82% hits;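 active = inhibition above a set limit, derived from the sample mean plus 3 SD, cut at about 45% in these data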; also: values of inactives mirror those of a sister screen read the other way
STAT1 act = STAT1 signaling activators, primary screen, cell-based, HTS, luciferase reporter. NIH 3T3 STAT1-luciferase reporter, IFN-gamma, luminescence; 100% = IFN-gamma alone, no compound. AID 932, 2007. 200,000 compounds, 2.6% hits. activation (% of control), % at 5.5 µM;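 active = activation above the screen-wide mean activation plus 3 SD, cut at about 130% in these data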;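 also: raw ratio to IFN-gamma control signal so 100% means no change and 0% no light; values of inactives mirror those of a sister screen read the other way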
FLuc stim CS = FLuc activators, initial screening, artefact control for FLuc-dependent activation tests, biochemical, ATPlite luminescence; Luciferin 4-monooxygenase (Photinus pyralis), P08659; ATPlite luciferase biochemical, 10 min; 0 = ATP-free wells, 1 = DMSO control; activation factor at 10 µM; 200,000 tested, under 10 active; AID 1027, 2008;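 active = luciferase activation factor, scaled between plate controls, of at least 2 with compound at 10 µM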
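Assay system: Luciferase/luciferin detection reagent, cell-free biochemical luciferase assay / Also added: ATP substrate / Schedule: 10 min at ambient temperature / Measured by: luminescence measurement of luciferase light output / Benchmarks: low control with PBS replacing ATP, high control enzyme plus ATP without compound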
An asterisk follows results filed as active; nt = no result given.

The line under a structure holds: G6PDH CS, TLR4-MyD88 BLA, APP 5'UTR act, FLuc stim CS, Diaphorase inh, FLuc inhib CS, STAT1 act, APP transl inh, NF-kB neuron act, Diaph act CS
- S=C(Nc1ccc(Oc2ccc(NC(=S)NC3CCCCC3)cc2)cc1)NC1CCCCC1
 : 10, 11, -18, 1, 6, 2, 94, 18, 1.1, 0.9
- CCOC(=O)C1=C(C)NC(C)=C(C(=O)OCC)C1c1sccc1C
 : -1, 10, 29, 1.1, 27, -8, 104, -29, 0.67, 0.7
- CC1Cc2ccccc2N1CC(=O)Nc1ccc2c(c1)OC(F)(F)O2 (stereo unspecified)
 : 3, 1, -3, 1, 8, -5, 95, 3, 0.86, 0.9
- CC(Sc1nc(N)cc(=O)[nH]1)C(=O)Nc1sc2c(c1C#N)CCCC2 (stereo unspecified)
 : -7, -14, -10, 1.1, 20, -8, 81, 10, 1.1, 0.8
- O=C(c1ccco1)N1CCN(C(=O)c2cc(-c3ccccn3)nc3ccccc23)CC1
 : 5, 1, -1, 1, 3, 1, 113, 1, 0.95, 1
- CC(C)CNC(=O)c1ccccc1NC(=O)/C=C/c1cccc([N+](=O)[O-])c1
 : 16, -2, 18, 1, 5, -4, 103, -18, 1.1, 1
- CCCOc1ccc(C(C)=O)cc1CC(C(N)=O)C(N)=O
 : 2, -17, -33, 1.1, 11, -6, 103, 34, 0.97, 0.9
- CC(=O)NCCn1c(SCC(=O)NC2CCCCC2)nc2ccccc2c1=O
 : 4, 4, 9, 1.1, 7, -10, 97, -9, 1.1, 0.9
- O=C(NC1CCCCC1)N1CCN(c2ccccc2)CC1
 : 9, 2, -14, 1.1, 11, -7, 93, 14, 1.5, 0.9
- COc1cccc(-c2nnc(SCC(=O)N3CCCc4ccccc43)o2)c1
 : -27, -5, 10, 1, 8, -2, 106, -10, 1.3, 0.9
- O=C1c2ccccc2C(=O)C1c1ccncc1
 : 2, -16, 95, 0.2, 6, 80*, 127, -95, 3.8*, 0.9
- O=C(CSc1nnnn1-c1ccccc1)c1cc2ccccc2oc1=O
 : -21, -11, -17, 1, 10, -2, 96, 17, 0.98, 0.9
- Cc1cc(C)cc(N(CC(=O)NC2CCC(C)CC2)S(=O)(=O)c2c(C)noc2C)c1 (stereo unspecified)
 : 23, -4, 1, 0.9, 11, 10, 102, -1, 1, 0.9
- CN(C(=S)Nc1ccc(Oc2ccccc2)cc1)C1CCCCC1
 : -12, -10, 5, 1.1, 18, -5, 103, -5, 1.4, 0.8
- Cc1ccccc1CN1CCN(CC(=O)NCc2ccc3c(c2)OCO3)C1=O
 : 7, -2, -2, 1, 13, -4, 105, 2, 1.3, 0.9

Quoted from the listing.
In FLuc inhib CS, CN(C(=S)Nc1ccc(Oc2ccccc2)cc1)C1CCCCC1 has -5
In Diaphorase inh, CC(=O)NCCn1c(SCC(=O)NC2CCCCC2)nc2ccccc2c1=O has 7
In APP transl inh, CC(C)CNC(=O)c1ccccc1NC(=O)/C=C/c1cccc([N+](=O)[O-])c1 has -18

The listing picks up; the 2 compounds before the break are reprinted first.
The line under a structure holds: G6PDH CS, TLR4-MyD88 BLA, APP 5'UTR act, FLuc stim CS, Diaphorase inh, FLuc inhib CS, STAT1 act, APP transl inh, NF-kB neuron act, Diaph act CS
- CN(C(=S)Nc1ccc(Oc2ccccc2)cc1)C1CCCCC1
 : -12, -10, 5, 1.1, 18, -5, 103, -5, 1.4, 0.8
- Cc1ccccc1CN1CCN(CC(=O)NCc2ccc3c(c2)OCO3)C1=O
 : 7, -2, -2, 1, 13, -4, 105, 2, 1.3, 0.9
- CC(C)(C)NC(=O)NC(=O)COC(=O)Cc1c(Cl)cccc1Cl
 : 7, -8, 5, 1.1, 5, -10, 96, -5, 0.93, 1
- O=C(CN1CCN(S(=O)(=O)/C=C/c2ccccc2)CC1)NC(=O)NCc1ccco1
 : 1, 1, -12, 1.1, 21, -7, 100, 12, 1, 0.8
- O=C(O)c1ccc(CNCc2ccc(F)cc2)cc1
 : -2, -3, 21, 1.1, 15, -6, 110, -21, 1.7, 0.8
- CCCOc1ccc(C(CC(=O)O)NS(=O)(=O)c2ccc(NC(C)=O)cc2)cc1 (stereo unspecified)
 : -1, 5, 1, 1.1, 5, -11, 105, -1, 1.2, 0.9
- CCOC(=O)c1c(C)[nH]c(C)c1C(=O)CSc1nc(N)cc(=O)[nH]1
 : 1, -4, 0, 1.1, 26, -6, 103, 0, 0.97, 0.7
- COc1ccc(-c2csc3ncnc(NCCN4CCOCC4)c23)cc1
 : -5, -12, 4, 1.1, 18, -8, 89, -4, 0.63, 0.8
- O=C(O)CS(=O)CC(=O)Nc1cccc(C(F)(F)F)c1 (stereo unspecified)
 : 7, 9, -8, 1.1, -4, -6, 105, 8, 1, 1
- COc1ccc(C(=O)C[n+]2ccccc2/C=N/O)cc1
 : 6, 1, 6, 1, 16, -2, 114, -6, 1.4, 0.8
- CCOc1ccc(/C=C/c2c([N+](=O)[O-])c(=O)n(C)c(=O)n2C)cc1
 : -6, -14, -7, 1.1, 4, -6, 90, 7, 1.1, 1
- Cc1cc(Cn2ccnc2)c(C)cc1Cn1ccnc1
 : 13, 2, -7, 1.1, 19, -5, 94, 7, 0.81, 0.8
- COc1ccc(Cl)c(NC(=O)NCCN2CCN(c3ccccc3)CC2)c1
 : -10, -1, 2, 1, 10, -4, 96, -2, 0.87, 0.9
- Fc1ccccc1CSc1nc2ncc(Br)cc2[nH]1
 : 7, 1, -7, 1, 10, 0, 101, 7, 1.7, 0.9
- COc1ccc(-c2nnc(SC(C)C(=O)Nc3cccc(Cl)c3)o2)cc1 (stereo unspecified)
 : 5, 1, 219*, 1, 37, -5, 104, -219, 5.6*, 0.6
- O=C(CN1CCCN(S(=O)(=O)c2ccc(Br)cc2)CC1)Nc1ccc2cn[nH]c2c1
 : nt, 6, -4, nt, nt, nt, 93, 4, nt, nt
- Brc1ccc(/C=N/Nc2ncnc3c2cnn3Cc2ccccc2)cc1
 : 7, 0, 9, 1, -16, -4, 107, -9, 1.1, 1.2
- CCC(Oc1ccccc1)C(=O)Nc1ccc(S(=O)(=O)Nc2cnc3ccccc3n2)cc1 (stereo unspecified)
 : -20, -7, 0, 1.1, 29, -6, 107, 0, 0.93, 0.7
- Cc1c(NC(=O)Cn2cnc3c(=O)n(C)c(=O)n(C)c32)cccc1-c1nc2ccccc2o1
 : nt, 10, -14, nt, nt, nt, 95, 14, nt, nt
- COC(=O)C1C(=O)C2=C(CC1C)NC(=O)CC2c1cccc(C)c1 (stereo unspecified)
 : 1, 7, 2, 1.1, 7, -5, 105, -2, 1, 0.9
- CCSC1=C(C#N)C(c2ccc(C)s2)CC(=O)N1 (stereo unspecified)
 : 1, -6, 2, 0.9, 24, 10, 101, -2, nt, 0.8
- Cc1ccc(C2=NN(C(=O)CCl)C(c3cccs3)C2)o1 (stereo unspecified)
 : -5, 9, -11, 1, 18, -1, 90, 11, 0.11, 0.8
- OCCN(Cc1ccccc1)Cc1ccccc1O
 : 2, -19, 4, 1.1, 8, -6, 98, -4, 1.2, 0.9
- Cc1ccc(C)c(NC(=O)CCC(=O)NNC(=S)Nc2ccccc2)c1
 : -1, -13, 0, 1, -3, -4, 94, 0, 0.88, 1
- COc1cc(S(=O)(=O)N(Cc2cccs2)CC2CCCO2)ccc1-n1cnnn1 (stereo unspecified)
 : 4, -22, -1, 1.1, 18, -8, 97, 1, 1.1, 0.8
- c1ccc2nc3c(nc2c1)CCc1nonc1-3
 : 8, 1, 12, 1, 7, -4, 97, -12, 1.1, 0.9
- CCOc1c(Cl)cc(CNCC(C)C)cc1OC
 : 0, 6, nt, 1, 2, -3, 102, nt, 1.1, 1
- CCc1ccc(S(=O)(=O)Nc2cccc(-c3ccc4nncn4n3)c2)s1
 : 4, -6, 19, 1.1, 8, -5, 86, -19, 0.95, 0.9
- Cc1nnc2sc(-c3ccc(-c4ccc(Cl)c(C(F)(F)F)c4)o3)nn12
 : -3, nt, nt, 1, 31, -4, nt, nt, nt, 0.7
- c1ccc(CCc2nc(-c3ccccc3)no2)cc1
 : 15, -12, 18, 1, 12, 2, 134*, -18, 1.8, 0.9
- CCN(Cc1ccncc1)Cc1cn(C)nc1-c1ccc(Oc2ccccc2)cc1
 : 18, 3, 6, 1.1, 39, -8, 99, -6, 0.88, 0.6
- Fc1ccc(-c2nc3cnccn3c2NC2CCCC2)cc1
 : 8, 5, -15, 1, 17, 0, 96, 16, 0.96, 0.8

Ordered by the number under APP transl inh (largest number first): five from the list above.
canonical_smiles	APP transl inh
Cc1c(NC(=O)Cn2cnc3c(=O)n(C)c(=O)n(C)c32)cccc1-c1nc2ccccc2o1	14
Cc1ccc(C)c(NC(=O)CCC(=O)NNC(=S)Nc2ccccc2)c1	0
COC(=O)C1C(=O)C2=C(CC1C)NC(=O)CC2c1cccc(C)c1 (stereo unspecified)	-2
c1ccc2nc3c(nc2c1)CCc1nonc1-3	-12
c1ccc(CCc2nc(-c3ccccc3)no2)cc1	-18

Going on with the list:
The line under a structure holds: G6PDH CS, TLR4-MyD88 BLA, APP 5'UTR act, FLuc stim CS, Diaphorase inh, FLuc inhib CS, STAT1 act, APP transl inh, NF-kB neuron act, Diaph act CS
- COc1ccc(-c2noc(CCC(=O)NCc3cccnc3)n2)cc1
 : -5, 14, 9, 1, 17, 1, 101, -9, 1.2, 0.8
- Cn1c2c(c(=O)n(C)c1=O)[C@@]1(C(=O)Nc3ccccc31)C(C#N)=C(N)O2
 : -24, 9, 7, 1.1, 27, -9, 87, -7, 0.96, 0.7
- CCOC(=O)c1c(-c2ccc(OC)cc2)csc1NC(=O)CCN1C(=O)c2ccccc2C1=O
 : 3, -8, -10, 1, 6, -2, 95, 10, 0.94, 0.9
- CCN(CC)c1ccc(CNC23CN4CN(CN(C4)C2)C3)cc1
 : 22, -13, -6, 1, 19, -1, 98, 6, 0.84, 0.8
- CCc1ccc(N(C(=O)c2csnn2)C(C(=O)NC(C)(C)CC)c2cccnc2)cc1 (stereo unspecified)
 : 0, 10, 3, 1.1, 10, -6, 97, -3, 0.99, 0.9
- CC(=O)c1cc(-c2ccccc2)n(CC(=O)Nc2ccc(C)c(C)c2)c1C
 : 4, -10, 17, 1.1, 8, -6, 100, -17, 1.6, 0.9
- CCOC(=O)C1CCCCN1Cc1ccc(F)cc1 (stereo unspecified)
 : 4, -3, 13, 1, 5, -3, 98, -13, 1.1, 1
- O=S(=O)(Nc1cccnc1)c1ccc(C2CCCCC2)cc1
 : 4, -9, -21, 1, 13, -3, 95, 21, 0.92, 0.9
